# Tn6 DDE FP = disrupts Tn6 cyclic peptide binding to fibrin D-Dimer-E complex; Fibrin DD(E) TRITC-Tn6 fluorescence polarization displacement; inhibition, % at 8.3 µM; P02675; 370,000 compounds, 0.21% hits;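 active means inhibition above a per-campaign cutoff: mean of compounds within control limits plus 3 SD, cut at about 15% in these data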;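 further: 0% = median of all compound wells on the plate and 100% = blocking peptide control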
# Target sequence (P02675 whole entry, looked up): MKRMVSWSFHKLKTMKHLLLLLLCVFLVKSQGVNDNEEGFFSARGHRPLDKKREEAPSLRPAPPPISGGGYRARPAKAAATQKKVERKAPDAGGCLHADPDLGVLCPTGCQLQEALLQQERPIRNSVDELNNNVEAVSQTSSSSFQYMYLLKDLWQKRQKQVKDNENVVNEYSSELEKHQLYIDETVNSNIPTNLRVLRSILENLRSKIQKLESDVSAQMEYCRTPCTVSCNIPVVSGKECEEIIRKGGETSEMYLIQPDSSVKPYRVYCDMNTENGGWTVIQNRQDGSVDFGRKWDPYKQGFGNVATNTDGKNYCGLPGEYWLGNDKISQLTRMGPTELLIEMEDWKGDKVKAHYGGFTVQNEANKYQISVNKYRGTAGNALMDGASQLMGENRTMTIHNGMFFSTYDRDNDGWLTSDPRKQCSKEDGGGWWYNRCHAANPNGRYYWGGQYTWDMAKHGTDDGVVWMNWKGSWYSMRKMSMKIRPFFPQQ
# ADAM10 inh = ADAM10 inhibition, QFRET primary screen | recombinant ADAM10, EDANS/DABCYL FRET peptide cleavage, 3 h | 370,000 compounds, 0.62% hits | inhibition, % at 7 µM;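 active means inhibition above a per-campaign cutoff equal to the mean of compounds falling between control-based bounds plus 3 SD, cut at about 20% in these data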;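 further: 0% = DMSO wells while the 100% control is not disclosed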
# PLC-gamma1 inh = inhibitors of human phospholipase C gamma1. 370,000 compounds, 0.84% hits. purified PLC-gamma1, fluorogenic substrate, fluorescence. inhibition, % at 12.2 µM; in the data active means inhibition above about 9.5%
# LEDGF integ inh = blocks HIV-1 LEDGF/p75-dependent DNA integration. 370,000 compounds, 0.64% hits. TR-FRET IN-LEDGF/p75 DNA integration, Eu/Cy5. inhibition, % at 3.7 µM. AID 743269;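 active means inhibition above the screen-wide mean plus 3 SD, cut at about 13% in these data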;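 further: signal is the Cy5 over europium emission ratio at 671 and 618 nm; 0% = plate median of compound wells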
# ADAM17 inh = inhibits human ADAM17; recombinant ADAM17, EDANS/DABCYL FRET peptide cleavage; inhibition, % at 6.95 µM; 370,000 compounds, 0.83% hits; AID 720648;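 active means inhibition above the mean of compounds lying between control limits plus 3 SD, set per campaign, cut at about 8.5% in these data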;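 further: 0% = DMSO-only wells as the low control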
# proKLK7 act = activators of human kallikrein-7 zymogen; activation, % at 7 µM; P49862; purified proKLK7, EDANS-DABCYL substrate fluorescence; 100% is mature enzyme control, 0% vehicle; 370,000 compounds, 0.9% hits;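 active means activation above the mean of all tested compounds plus 3 SD, computed per campaign excluding outliers beyond control limits, cut at about 13% in these data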
# ARFGAP1 inh = inhibitors of rat ARFGAP1; Arfgap1-stimulated ARF1 GTP hydrolysis, GDP FP detection; inhibition, % at 16.5 µM; 360,000 compounds, 0.26% hits;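 active means inhibition above a per-plate limit, mean inhibition of low control wells plus 3 SD, cut at about 25% in these data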;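 further: 0% = DMSO wells with enzyme and 100% = wells lacking Arfgap1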
# Target sequence (Q62848 1-136 limits assumed): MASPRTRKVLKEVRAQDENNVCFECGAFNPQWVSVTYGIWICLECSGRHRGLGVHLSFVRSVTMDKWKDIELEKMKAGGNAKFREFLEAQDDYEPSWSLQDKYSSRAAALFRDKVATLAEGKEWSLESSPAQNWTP
#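 System: truncated rat Arfgap1 GAP domain / Benchmarks: high control wells lacking Arfgap1, low control full reaction with DMSO / Times: compound-enzyme preincubation 20 min, reaction 120 min, detection 60 min, 25 °C / Repeats: one replicate per compound / Also added: human ARF1(Δ1-17)-GTP substrate / Measured by: Tracer-displacement fluorescence polarization with EDTA stop, 620/688 nm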
# TDP2 inh = blocks human TDP2 phosphodiesterase activity; 370,000 compounds, 0.34% hits; O95551; inhibition, % at 12.8 µM; recombinant TDP2, T5PNP hydrolysis, p-nitrophenol absorbance 415 nm; AID 720702;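 active means inhibition above the mean of all tested compounds plus 3 SD, set per campaign, cut at about 25% in these data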;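 further: 0% = DMSO with enzyme and 100% = buffer with substrate but no TDP2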
# Target sequence (O95551 whole entry, looked up): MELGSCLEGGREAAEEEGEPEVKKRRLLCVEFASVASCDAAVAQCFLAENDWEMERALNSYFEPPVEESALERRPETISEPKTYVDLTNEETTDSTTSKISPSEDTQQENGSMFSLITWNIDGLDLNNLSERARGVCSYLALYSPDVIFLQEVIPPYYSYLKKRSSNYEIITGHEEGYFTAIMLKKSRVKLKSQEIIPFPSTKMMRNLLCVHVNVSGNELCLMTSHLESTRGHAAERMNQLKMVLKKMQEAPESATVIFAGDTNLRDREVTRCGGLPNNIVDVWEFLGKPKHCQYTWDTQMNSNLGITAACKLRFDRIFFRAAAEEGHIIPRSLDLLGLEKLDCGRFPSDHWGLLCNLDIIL
#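 Read-out basis: percent inhibition. System: recombinant human TDP2. Buffer or medium: Mg2+-containing Tris-HCl buffer, pH 7.5. Repeats: single replicate. Timing: reaction 2 h, 37 °C. Benchmarks: high control without enzyme, low control DMSO plus TDP2. Probe or stimulus: 5 mM T5PNP. Doses: 12.8 µM only. Measured by: epi absorbance of p-nitrophenol freed from T5PNP by hydrolysis.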
# ASAP1 GAP inh = inhibitors of human ASAP1 ArfGAP activity | Q9ULH1 | ASAP1-stimulated ARF1 GTP hydrolysis, GDP FP detection | inhibition, % at 16.5 µM | 360,000 compounds, 0.19% hits | AID 624377; in the data active means inhibition above about 25%;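 further: 0% = vehicle with enzyme and substrate and 100% = no enzyme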
# Tn7 DDE FP = inhibitors of Tn7 peptide binding to human fibrin DD(E); 370,000 compounds, 0.13% hits; FP displacement of FITC-Tn7 peptide from fibrin DD(E); 0% = median of compound wells per plate; P02675; inhibition, % at 8.3 µM; AID 720508;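 active means inhibition above the mean of compounds falling within the control limits plus 3 SD of them, cut at about 14% in these data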;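 further: 0% = plate median of compound wells and 100% = 10 µM Aha-Tn7 peptide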
#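 Test system – human fibrin DD(E) · Times – 10 min preincubation, 3 h with tracer, room temperature · Detection – fluorescence polarization of the labelled Tn7 tracer · Measure – percent inhibition normalized to high-control wells · Benchmarks – high control wells with 10 µM unlabelled Aha-Tn7 peptide (full inhibition) · Repeats – singlicate testing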
# An asterisk follows results filed as active; x = no result given.
# The line under a structure holds: Tn6 DDE FP	ADAM10 inh	PLC-gamma1 inh	LEDGF integ inh	ADAM17 inh	proKLK7 act	ARFGAP1 inh	TDP2 inh	ASAP1 GAP inh	Tn7 DDE FP
Cc1nnc(SCC(=O)NC2CC2)n1CC1CCCO1 (configuration not stated)
→ -2	-2	2	-6	-4	0.3	-12	-3	-9	3
N#C/C(=C/c1cn[nH]c1-c1cccc(Br)c1)C(=O)O
→ 6	-2	0	-1	-2	-0.2	3	4	0	10
NC(=O)C1CCN(CC(=O)c2c[nH]c3ccc(F)cc23)CC1
→ -1	-6	0	6	0	0.3	-10	-3	14	-3
CC(C(=O)Nc1ccccc1)N(c1cccc(Cl)c1)S(C)(=O)=O (configuration not stated)
→ -5	2	-1	3	-2	0.0	-1	5	-16	-4
O=C(COC(=O)c1cccc(S(=O)(=O)N2CCc3ccccc32)c1)Nc1ccc(Cl)cn1
→ 2	-12	-2	-5	-3	-0.1	3	-1	-2	-4
CC(=O)Nc1ccc(/C=C(\C#N)C(=O)NCc2ccccc2)cc1
→ -6	-18	2	-1	2	0.2	5	-8	1	-3
CCc1ccc(OCC(=O)NC(C)(C)C)cc1
→ 1	-2	10*	3	1	0.3	-1	-13	6	1
O=[N+]([O-])c1ccc(Sc2cccc[n+]2[O-])c2nonc12
→ -2	7	-18	0	-2	2.1	-1	0	-1	-8
CCCS(=O)(=O)NC(=O)C1(C)CCCN(C(=O)c2c(F)cccc2F)C1 (configuration not stated)
→ -6	-11	-3	-12	-2	0.1	6	-5	-15	-2
CN(C)S(=O)(=O)c1cccc(C(=O)Nc2ccc3c(c2)CCC3)c1
→ -7	-2	-1	-4	-2	-0.3	6	1	7	1
CC(=O)c1ccc(NC(=O)CCn2c(=O)oc3ccccc32)cc1
→ 5	8	6	0	-3	0.1	-11	7	8	-4
c1cncc(-c2nn3cnnc3s2)c1
→ -6	1	-1	-1	-5	0.0	2	13	-4	-1
S=c1[nH]nc(NCCc2ccccc2)s1
→ 1	2	-3	-1	0	-0.3	-8	0	6	5
Cc1cccc(C)c1NC(=O)c1cc(S(=O)(=O)N2CCOCC2)cn1C
→ 1	-3	2	-2	-3	0.3	-7	-6	-5	1
Cc1ccc(-c2cc(C)nc3nc(N)nn23)cc1
→ 1	-402	-139	1	-139	5.2	5	-4	1	-2

# One compound at a time, from the list above. Values in the order: Tn6 DDE FP	ADAM10 inh	PLC-gamma1 inh	LEDGF integ inh	ADAM17 inh	proKLK7 act	ARFGAP1 inh	TDP2 inh	ASAP1 GAP inh	Tn7 DDE FP
# Shown for Cc1cccc(C)c1NC(=O)c1cc(S(=O)(=O)N2CCOCC2)cn1C → 1	-3	2	-2	-3	0.3	-7	-6	-5	1
# Shown for CN(C)S(=O)(=O)c1cccc(C(=O)Nc2ccc3c(c2)CCC3)c1 → -7	-2	-1	-4	-2	-0.3	6	1	7	1
# Shown for CCCS(=O)(=O)NC(=O)C1(C)CCCN(C(=O)c2c(F)cccc2F)C1 (configuration not stated) → -6	-11	-3	-12	-2	0.1	6	-5	-15	-2

# Carrying on.
# The line under a structure holds: Tn6 DDE FP	ADAM10 inh	PLC-gamma1 inh	LEDGF integ inh	ADAM17 inh	proKLK7 act	ARFGAP1 inh	TDP2 inh	ASAP1 GAP inh	Tn7 DDE FP
O=C(Nc1ccc(Cl)cc1C(=O)c1ccccn1)c1ccccc1
→ 3	-5	-2	-3	-4	0.3	0	6	-3	-1
COc1cccc(COCCN2CCN(S(=O)(=O)c3ccc(C)cc3)CCC2=O)c1
→ -6	7	12*	-2	8	0.2	-8	-17	7	-5
Cc1cc(C)nc(NC(N)=S)n1
→ 5	-3	2	4	0	0.4	0	13	-19	-4
CC1(C)C2CCC(C2)C1(C)NC(=O)CNCC1CCCCC1 (configuration not stated)
→ 3	3	4	3	-2	-0.4	-4	1	-10	3
O=C(CSc1c2c(nc3ccc(Cl)cc13)CCCC2)NCCCN1CCOCC1
→ -1	3	2	0	1	-0.1	5	9	5	-2
COCc1cc(C)nc(SCc2ccc([N+](=O)[O-])cc2)c1C#N
→ -15	12	4	-3	3	-0.1	-1	-10	-1	-3
CCCCCCCCN1C(=O)[C@H](CC(=O)N2CCCCC2)C[C@@]2(C(=O)OC)CC(C)(C)CC=C12
→ 0	5	1	3	2	1.0	-9	-11	-2	5
O=C(CSc1nnc(NC(=O)c2c(F)cccc2F)s1)NCc1ccccc1
→ 2	-6	-3	-5	2	0.3	2	-5	11	-1
Cc1nc(-c2noc(-c3ccc(Cl)cc3)n2)c(C(F)(F)F)o1
→ -1	2	-1	4	1	0.1	13	0	12	-7
COc1ccc2cc3c(N)nn(C(=O)c4ccc(Cl)c([N+](=O)[O-])c4)c3nc2c1
→ 6	0	-2	-3	2	-0.3	0	3	73*	-2
CN(C(=O)COC(=O)c1ccc2c(=O)n3c(nc2c1)CCC3)C1CCS(=O)(=O)C1 (configuration not stated)
→ 8	-33	-13	2	-15	0.5	4	10	-9	0
CC(=O)C1=C(C)OC(N)=C(C#N)C1c1cccc([N+](=O)[O-])c1 (configuration not stated)
→ -4	8	3	-2	-2	0.1	0	5	11	9
C=CCN(CC#CC(=C)C)CC1CC1
→ 0	-8	-3	-1	-3	0.4	x	-2	x	1
Cc1ccc(NC(=O)N2CCC(NC(=O)c3ccccc3C)CC2)cc1
→ 2	2	3	1	0	-0.4	-5	5	14	0
OC(c1ccc(F)cc1)c1ncc(-c2ccccc2F)[nH]1 (configuration not stated)
→ -3	-2	-2	0	-3	0.2	5	4	-2	6
CCCc1nc2ccccc2n1C(CC)C(=O)NC(C)(C)C (configuration not stated)
→ 3	-16	2	-5	-8	0.8	18	0	-5	1
Cc1ccccc1OCCn1c(=S)[nH]c2c(N)ncnc21
→ 5	-4	-1	-1	-1	-0.3	-8	-3	4	7
CCCCNc1nc2ccccc2n1CC(=O)Nc1c(C)cccc1CC
→ -7	-6	0	2	-1	-0.3	10	3	-4	-7
CCOC(=O)C1CCN(CC(=O)c2c(C)[nH]c3cc(C)ccc23)CC1
→ 0	6	-3	0	-4	0.8	11	-3	7	-6
O=c1[nH]c(/C(Cl)=C/c2c(F)cccc2Cl)nc2cc(Cl)ccc12
→ 5	2	0	-3	1	0.6	2	0	-1	2
COC(C(=O)N/N=C(\C)CC(=O)Nc1ccc(N(C)C)cc1)c1ccccc1 (configuration not stated)
→ -10	-6	-1	1	-3	0.1	-10	8	-8	-2
C=CCN1C(=O)C(Cc2ccccc2Cl)SC1=Nc1ccc(C(=O)O)cc1 (configuration not stated)
→ -10	2	-1	2	-3	0.3	-8	1	12	-6
O=C(Nc1n[nH]c(C(F)(F)F)n1)c1cccs1
→ 3	-2	0	-1	-2	0.2	-3	11	5	-1
COc1ccc(C(=O)OCC[N+]2(C)CCCCC2)cc1
→ -2	-5	1	-1	1	-0.8	4	14	2	-1
Cc1cccc(C)c1NC(=S)N1CCCN(Cc2ccc(F)cc2)C1
→ 2	-2	3	1	-10	0.5	-16	2	3	7
CCCCNC(=O)N(CC)c1c(N)n(Cc2ccccc2)c(=O)[nH]c1=O
→ 1	-7	-3	-4	-6	0.3	14	-1	-5	4
C#CCNC(=O)C[C@@H]1C[C@@]2(C(=O)OCC)CCCC=C2N(Cc2ccco2)C1=O
→ 9	-14	0	1	-6	0.0	19	3	-10	-1
COc1ccc(S(=O)(=O)N2CCN(C(=O)CN3C(=O)NC4(CCCC4)C3=O)CC2)cc1
→ -1	-16	-2	-1	-4	0.0	-5	6	-1	1
NC(=O)CC(NC(=O)Cc1cccc2ccccc12)c1ccc(NCc2cc(F)ccc2F)c([N+](=O)[O-])c1 (configuration not stated)
→ 11	2	1	-3	-2	1.0	4	4	2	4
Cc1cc2nsnc2c(S(=O)(=O)NCC(=O)O)c1C
→ -5	-1	2	1	2	0.0	5	-16	2	1
Cc1ccccc1S(=O)(=O)NC(=O)C1(C)CCN1C(=O)C/C=C/c1ccccc1 (configuration not stated)
→ 10	5	-2	-3	1	-0.2	9	3	-24	6
Cc1cccc(NC(=O)c2sc(Cl)nc2-c2ccccc2)c1
→ 6	2	-6	0	-1	-0.5	-7	-8	-7	7
O=C(Cn1cnnn1)Nc1cccc([N+](=O)[O-])c1
→ -10	-2	0	-2	-7	0.2	-1	0	-12	1
CNC(=O)c1[nH]cnc1C(=O)Nc1cccc(C)c1
→ -8	-1	0	1	-3	0.3	5	7	0	2
CC(NS(=O)(=O)c1ccccc1)C(=O)NCCc1ccccn1 (configuration not stated)
→ 0	3	1	1	0	0.0	-14	4	-11	-2
O=C(COc1ccccc1C(=O)O)Nc1ccc(SC(F)F)cc1
→ 1	3	-10	-2	3	0.4	-3	-1	-5	3
CNc1nc(Oc2cccc(F)c2)c2sccc2n1
→ -2	-98	-6	0	-21	0.3	9	-8	-7	-3
CCOc1cc(C(=O)Nc2ccc(N3CCOCC3)cc2)cc(Br)c1OC
→ -1	-12	0	-8	-2	0.7	-4	-4	13	1
CCCCNC(=O)c1nc(C2CCN(S(=O)(=O)c3ccc(F)c(F)c3)CC2)oc1-c1ccccc1
→ -2	-2	2	3	0	1.1	-3	5	7	-4
O=c1c2ccccc2sn1-c1nccs1
→ -6	-13	-1	-9	-1	-0.9	7	-4	-13	-1
COc1cc(C)nc2nc(SCc3ccccc3)nn12
→ 4	6	2	-1	-2	0.0	10	1	-15	-7
Cc1cc(NC(=O)CCC(=O)N(C2CC2)C2(C(=O)NC3CCCC3)CCC(C)CC2)no1 (configuration not stated)
→ 1	0	1	0	-2	-0.1	7	8	1	-1
Cc1ccc2oc(C(=O)Nc3ccc(S(=O)(=O)Nc4onc(C)c4C)cc3)c(C)c2c1
→ -5	-12	2	0	-1	0.1	10	-4	9	-3
CCCCN(CC(=O)NC1CC1)S(=O)(=O)c1ccc(OCC)cc1
→ 8	-2	-1	3	1	0.4	4	8	-2	-2
CCN(CC)S(=O)(=O)c1cccc(NC(=O)COC(=O)C2CC3C=CC2C3)c1 (configuration not stated)
→ -6	15	3	8	-6	0.3	8	-3	4	3
O=C(O)c1cccc(NC(=O)C23CC4CC(C2)CC(n2cnc(Cl)n2)(C4)C3)c1
→ 3	10	2	1	-5	0.8	-3	-2	1	8
Cc1ccc(S(=O)(=O)NCCC(=O)NC(C)c2ccccc2)cc1 (configuration not stated)
→ -4	3	3	1	-1	0.0	5	-6	7	-4
CC(=O)c1cccc(NC(=O)c2ccccc2-c2ccccc2C(=O)O)c1
→ -1	-3	0	-5	1	-0.6	16	-7	0	0

# High-throughput results: PubChem, The Scripps Research Institute Molecular Screening Center
